Assay outcomes (PubChem BioAssay)
ARNT TACC3 PPI: disruptors of human ARNT/TACC3 interaction. 0.66% of 390,000 active. AlphaScreen His-ARNT PAS-B/GST-TACC3 binding, luminescence; TACC3 fragment carries E629A point mutation. inhibition, % at 9.99 µM;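 active = mean inhibition of replicates at least 50% and at least half of replicates each reaching 50%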;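 also: 0% = complete ARNT plus TACC3 wells and 100% = ARNT alone without TACC3; many hits fall short of the cut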
XiGFP reactiv: X-chromosome reactivation activator. XiGFP mouse fibroblasts, % GFP-positive cells imaging, 3 d; cells co-treated with 5-aza-dC sensitizer; scaled so ellipticine positive control = 100%. activation, % at 7.58 µM. 0.055% of 360,000 active;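 active = mean normalized replicate activation at least 10% and every replicate at or above 10%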;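 also: 0% = median of on-plate neutral control wells and 100% = ellipticine 6 µM median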
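Schedule: 3 d treatment, 15 min room-temperature fixation; system: 68-5-11 XiGFP fibroblast line; buffer or medium: DMEM plus 5-aza-dC sensitizer; control set: ellipticine 6 µM positive control; compound: one concentration, pinned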
ERAP1 HTS inh: blocks human ERAP1 aminopeptidase activity. AID 652197. recombinant ERAP1, Leu-AMC fluorescence, 60 min. inhibition, % at 10.7 µM. Q9NZ08. 0.15% of 340,000 active;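 active = mean replicate inhibition of at least 30%, or all replicates individually reaching that 30% level; inactive = mean below 30% and not every replicate reaching it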;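 also: 0% = neutral control wells and 100% = L-leucinethiol positive control wells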
Target sequence (Q9NZ08 whole entry, looked up): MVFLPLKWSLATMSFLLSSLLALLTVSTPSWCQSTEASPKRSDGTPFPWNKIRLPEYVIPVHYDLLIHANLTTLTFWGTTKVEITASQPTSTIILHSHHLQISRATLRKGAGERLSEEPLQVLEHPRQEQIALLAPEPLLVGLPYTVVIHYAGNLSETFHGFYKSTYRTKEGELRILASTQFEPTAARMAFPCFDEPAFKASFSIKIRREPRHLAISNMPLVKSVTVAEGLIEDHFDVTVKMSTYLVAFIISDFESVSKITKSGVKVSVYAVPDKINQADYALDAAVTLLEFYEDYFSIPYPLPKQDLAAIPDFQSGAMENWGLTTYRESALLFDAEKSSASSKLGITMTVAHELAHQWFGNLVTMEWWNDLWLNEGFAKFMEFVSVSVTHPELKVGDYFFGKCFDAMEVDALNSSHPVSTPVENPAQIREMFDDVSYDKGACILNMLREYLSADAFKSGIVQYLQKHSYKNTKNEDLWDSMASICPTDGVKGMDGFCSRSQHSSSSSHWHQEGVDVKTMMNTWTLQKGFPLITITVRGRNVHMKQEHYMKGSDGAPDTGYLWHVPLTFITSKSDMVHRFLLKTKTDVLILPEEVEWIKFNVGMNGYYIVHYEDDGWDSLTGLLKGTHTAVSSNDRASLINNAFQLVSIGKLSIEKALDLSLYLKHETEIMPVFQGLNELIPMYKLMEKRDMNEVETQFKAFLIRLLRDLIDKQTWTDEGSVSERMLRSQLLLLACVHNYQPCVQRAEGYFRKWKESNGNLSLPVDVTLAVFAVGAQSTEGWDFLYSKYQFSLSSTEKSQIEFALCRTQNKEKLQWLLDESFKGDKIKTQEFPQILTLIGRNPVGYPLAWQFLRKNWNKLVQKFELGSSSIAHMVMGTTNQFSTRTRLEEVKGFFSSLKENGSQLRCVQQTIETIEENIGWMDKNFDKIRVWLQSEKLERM
RAD54 inh: blocks human RAD54 Holliday junction branch migration. Q92698. FAM/BHQ fluorescence. inhibition, % at 10.4 µM. 0.14% of 360,000 active;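 active = mean normalized replicate activity at least 40 and at least half of replicates scoring 40 or more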;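 also: 0% = median of neutral control wells and 100% = median of positive control wells; inhibitors cause a drop in the FAM fluorescence signal; in these data hits start at about 50%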
GSIS activator: GLuc luminescence reporter in INS-1E cells, primary screen for activators of glucose-dependent secretion of insulin. INS-1E GLuc reporter insulin secretion, 2-3 h. activation, % at 16.6 µM. 0.61% of 370,000 active. AID 743287;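 active = lowest replicate activation of at least 40%, so every replicate reaches that level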;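 also: 0% = median of neutral control wells and 100% = median of IBMX positive control wells; some compounds called inactive have numbers as strong as hits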
esBAF inh: inhibitors of esBAF chromatin remodeling in mouse ES cells. 2% of 350,000 active. AID 602393. reporter increase, % at 12.5 µM. Bmi1-luciferase knock-in reporter, 24 h; 100% = twice the neutral-well signal; in the data active = activation above about 40%;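 also: 0% = median of the plate's neutral control wells and 100% = double that signal; a rise in the Bmi1 reporter signal indicates esBAF inhibition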
F508del corr: CFTR F508del correction in bronchial cells; AID 720511; 0.36% of 350,000 active; CFBE cells, YFP halide quenching; stimulated with forskolin plus potentiator P3; % fluorescence drop versus neutral controls; activity (quench increase), % at 7.58 µM;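 active = mean added fluorescence quench of at least 8% versus neutral control, with both replicates also reaching 8%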;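 also: cells transiently co-express mutant CFTR-F508del with the halide-sensitive YFP; corrector assay measuring rescue of mutant channel to the surface after 24 h compound exposure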
RAD52 anneal inh: inhibitors of human RAD52 DNA annealing; inhibition, % at 18.7 µM; 0.46% of 360,000 active; recombinant RAD52 DNA annealing, FRET fluorescence; P43351;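 active = every replicate showing at least 50% inhibition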
* marks the source's active call; other numbers are inactive results; . = no result given.

The first three compounds (preview)
SMILES | ARNT TACC3 PPI | XiGFP reactiv | ERAP1 HTS inh | RAD54 inh | GSIS activator | esBAF inh | F508del corr | RAD52 anneal inh
CCn1c(SCc2nc3ccccc3[nH]2)nnc1-c1ccccc1OC | 7 | . | . | 5 | 17 | -14 | . | .
CCC(C)NS(=O)(=O)c1ccc(NC(=O)C2CCN(C(=O)c3ccco3)CC2)cc1 (stereo not given) | -3 | 0.0 | -5 | -5 | 7 | 3 | 0.4 | -18
Cc1ccc(NC(=O)CN(C)C(=O)c2ccc(-n3cncn3)c([N+](=O)[O-])c2)cc1 | 2 | 0.0 | -1 | . | -27 | . | -2.7 | 8

The whole of this part, from the start:
SMILES | ARNT TACC3 PPI | XiGFP reactiv | ERAP1 HTS inh | RAD54 inh | GSIS activator | esBAF inh | F508del corr | RAD52 anneal inh
CCn1c(SCc2nc3ccccc3[nH]2)nnc1-c1ccccc1OC | 7 | . | . | 5 | 17 | -14 | . | .
CCC(C)NS(=O)(=O)c1ccc(NC(=O)C2CCN(C(=O)c3ccco3)CC2)cc1 (stereo not given) | -3 | 0.0 | -5 | -5 | 7 | 3 | 0.4 | -18
Cc1ccc(NC(=O)CN(C)C(=O)c2ccc(-n3cncn3)c([N+](=O)[O-])c2)cc1 | 2 | 0.0 | -1 | . | -27 | . | -2.7 | 8
CC(=O)Nc1cc[n+](CC(=O)c2ccc(Cl)cc2)cc1 | 4 | 0.0 | . | -9 | 0 | . | -1.0 | -3
CC1(Cc2ccc(Cl)cc2)C(=O)Nc2c(Cl)ccc(Cl)c21 (stereo not given) | . | 0.0 | -1 | -2 | -7 | -9 | 2.8 | 1
Cc1ccc(NC(=O)C2(S(=O)(=O)c3ccc(C)cc3)CC2)cc1 | -12 | . | -9 | -11 | . | 8 | -1.4 | -12
CC(NC(=O)c1ccc(S(C)(=O)=O)cc1)c1cccc2ccccc12 (stereo not given) | 3 | 0.3 | 1 | -4 | 1 | -5 | -0.1 | -28
O=C(COC(=O)c1ccc(S(=O)(=O)Nc2ccccc2)cc1)NCCC1=CCCCC1 | -3 | 0.0 | -3 | . | -13 | . | 0.2 | -33
COCCN(C(=O)CSc1ncccn1)c1c(N)n(Cc2ccccc2)c(=O)[nH]c1=O | 0 | 0.4 | 1 | -4 | 17 | -10 | 0.8 | -8
CC(=O)Nc1ccc(NC(=O)CSc2ncc(C(=O)Nc3ccc(F)cc3)c(=O)n2C)cc1 | 1 | 0.0 | 0 | 18 | 11 | . | -7.8 | -7
C/C(=N\Nc1ccc(Cl)c(C(=O)O)c1)c1ccc(Br)s1 | 2 | 0.0 | 1 | 4 | -9 | 36 | -0.5 | -21
C[C@@H](NC(=O)[C@@H]1Cc2ccccc2CN1C(=O)OC(C)(C)C)C(=O)NC1CCCCC1 | -13 | 0.0 | 4 | . | -12 | . | 2.8 | -11

Single records, as listed above. Order of values: ARNT TACC3 PPI, XiGFP reactiv, ERAP1 HTS inh, RAD54 inh, GSIS activator, esBAF inh, F508del corr, RAD52 anneal inh
Profile of Cc1ccc(NC(=O)C2(S(=O)(=O)c3ccc(C)cc3)CC2)cc1 = -12, ., -9, -11, ., 8, -1.4, -12
Profile of CCn1c(SCc2nc3ccccc3[nH]2)nnc1-c1ccccc1OC = 7, ., ., 5, 17, -14, ., .

Carrying on:
SMILES | ARNT TACC3 PPI | XiGFP reactiv | ERAP1 HTS inh | RAD54 inh | GSIS activator | esBAF inh | F508del corr | RAD52 anneal inh
O=C1NC(=O)C(Cc2ccc(Cl)cc2)(c2ccccc2)N1 (stereo not given) | -4 | 0.0 | 2 | -4 | -33 | -5 | -1.4 | -2
COc1cc(/C=N/NC(=O)c2cnccn2)ccc1O | 1 | 0.0 | . | 4 | 32 | 1 | . | .
CC(=O)N1N=C(c2ccccc2)OC1(C)CC(=O)Nc1ccccc1 (stereo not given) | 10 | 0.0 | -2 | 3 | 20 | . | . | -19
COc1ccc(S(=O)(=O)Nc2ccc3ccccc3c2)cc1C | -15 | . | . | 0 | -20 | 18 | . | .
CC(C)(C)C(=O)CNS(=O)(=O)c1ccc(S(=O)(=O)NC2CC2)cc1 | -24 | 0.0 | -2 | -1 | -4 | -2 | 2.4 | -10
C[C@@H]1CN([C@@H](C)CO)C(=O)c2cc(C#CCN(C)C)cnc2O[C@@H]1CN(C)C(=O)c1cccnc1 | -10 | -1.1 | -1 | 1 | 7 | -4 | 0.3 | -8
CC1CCC(Nc2nnnn2-c2ccccc2)CC1 (stereo not given) | -1 | . | . | -1 | -23 | 29 | . | .
COc1ccc(C#Cc2cnc3c(c2)C(=O)N([C@H](C)CO)C[C@@H](C)[C@@H](CN(C)CC2CCCC2)O3)cc1 | 2 | -1.1 | 3 | 7 | . | -4 | 0.2 | -22
Nc1c(Cl)cc(S(N)(=O)=O)cc1S(N)(=O)=O | -6 | 0.1 | 0 | -4 | 20 | -1 | -0.4 | -16
C#CCn1c(=NC(=O)c2ccc(S(=O)(=O)N3CCCc4ccccc43)cc2)sc2cc(S(N)(=O)=O)ccc21 | -19 | 0.6 | 2 | . | . | . | 7.5 | -30
O=C1NC[C@H](CCCCN2CCN(CCc3ccc(O)cc3)C(=O)C2=O)N(CCc2ccc(O)cc2)C1=O | . | 0.5 | . | . | -7 | . | 3.0 | -8
COc1ccccc1NC(=O)CSc1nnc(C)s1 | . | 0.3 | 0 | 6 | 8 | 4 | -2.1 | -6
CCOc1ccccc1N1CCN(C(=O)C2CSC3(C)CCC(=O)N23)CC1 (stereo not given) | 1 | 0.0 | -2 | -3 | -5 | 12 | -0.5 | 0
COc1cc(CN(C)Cc2cc(=O)n3ccsc3n2)ccc1OC(F)F | -5 | 0.0 | -2 | . | 29 | . | 0.0 | 3
CCOc1cc(/C=C/c2nc3ccccc3c(=O)[nH]2)ccc1O | -8 | 0.0 | -1 | -14 | 11 | 71* | 3.3 | -10
CCOc1ccccc1C(=O)OCC(=O)NCc1ccc2c(c1)OCO2 | -10 | 0.2 | -2 | 4 | 47* | 0 | -6.6 | -19
COc1ccc(-n2c(=S)[nH]c3ccccc3c2=S)cc1 | -5 | 0.0 | -2 | 0 | 3 | -6 | . | -3
COc1ccccc1-c1cn[nH]c1-c1ccc(OCC(=O)NN)cc1O | 6 | 0.0 | -1 | -7 | 3 | -1 | 2.6 | 1
CCN(CC)C(=O)[C@H]1CC(CC(=O)NCC23CC4CC(CC(C4)C2)C3)C(=O)N2CCc3c([nH]c4ccc(OC)cc34)[C@]12C (stereo not given in full) | 4 | 0.2 | -1 | -2 | -19 | 7 | -1.4 | 1
C[C@H]1CN([C@@H](C)CO)C(=O)c2cc(C#CC3CC3)cnc2O[C@@H]1CN(C)Cc1ccncc1 | -10 | -0.1 | -2 | 2 | 5 | 4 | 0.6 | -9
CC(=O)c1cnc(Nc2ccccc2)s1 | 0 | . | . | 5 | 10 | 18 | . | .
COc1ccccc1CNC(=O)C[C@H]1CC[C@@H]2[C@H](COC[C@H](O)CN2Cc2cccc(-c3ccncc3)c2)O1 | 2 | 0.1 | . | 10 | -8 | 9 | -0.5 | .
CCCC(=O)Nc1cc(-c2nc3ncccc3o2)ccc1C | -8 | . | . | -7 | 11 | -2 | . | .
Cc1cccc(NC(=O)CSCC(=O)Nc2ccc(N3CCOCC3)cc2N2CCOCC2)c1 | . | 0.3 | 0 | 0 | 13 | -5 | 0.6 | -15
COc1ccc(S(=O)(=O)N2CCC3(CC2)CN(C(=O)c2cccnc2)[C@@H](CO)c2c3c3ccc(OC)cc3n2C)cc1 | . | 0.1 | 1 | . | -6 | . | 0.8 | -9
O=C1c2ccccc2C(Nc2ccc3c(c2)OCCO3)N1Cc1ccc2c(c1)OCO2 (stereo not given) | 27 | 0.0 | 3 | -4 | -5 | -20 | 0.1 | -2
COC(=O)[C@@H]1[C@@H](CO)[C@@H]2Cn3c(ccc(-c4ccccc4F)c3=O)[C@@H]2N1CC1CCOCC1 | 11 | 0.0 | 4 | 15 | 9 | 1 | -1.8 | -6
O=C(C[n+]1ccccc1)c1ccc(-c2ccccc2)cc1 | 9 | 0.2 | 8 | . | 0 | . | 1.0 | 6
COc1cccc(NC(=O)N2C[C@H](O)COC[C@H]3O[C@H](CC(=O)NC4CCCC4)CC[C@@H]32)c1 | 7 | -0.1 | 0 | 2 | 22 | 1 | 4.4 | 9
CCC(=O)N1[C@@H]2c3ccc(C4=CCCC4)c(=O)n3C[C@@H]2[C@@H](CO)[C@@H]1C(=O)NCc1ccc(F)cc1 | 10 | -0.1 | 1 | -4 | -3 | -2 | -0.5 | -48
S=C(NCCCN1CCOCC1)N(Cc1ccccc1)Cc1ccccc1 | 0 | 0.0 | 2 | -3 | 29 | -6 | -0.1 | -8
CCOC(=O)CSc1nc(COc2ccccc2)nc2ccccc12 | -7 | 0.0 | 0 | -8 | . | -3 | -1.3 | -7
CCNC(=O)C1CCCN(C(=O)c2ccc3ccccc3c2)CC1 (stereo not given) | . | 0.3 | -3 | 2 | 11 | -5 | -3.1 | -8
CCOc1ccc(CN(C)C(=O)Cc2c[nH]c3ccccc23)cc1 | 0 | -0.1 | 6 | -5 | -11 | 10 | 4.1 | -9
CCc1noc(C)c1C(=O)Nc1cc(S(=O)(=O)N2CCOCC2)ccc1OC(C)C | 1 | 0.0 | -4 | -6 | 5 | 0 | 1.3 | -14
O=C(Cn1c(=O)n(CC(=O)N2CCCCC2)c(=O)c2sccc21)NCc1ccccc1 | -2 | 0.0 | 0 | . | 1 | -1 | 0.4 | 7
CNC[C@@H]1Oc2ccc(NC(=O)Nc3c(C)noc3C)cc2CC(=O)N([C@@H](C)CO)C[C@@H]1C | 0 | -0.1 | -3 | 5 | 30 | 1 | -0.6 | -8
COc1ccccc1C1Nc2ccccc2NC2=C1C(=O)CC(C)(C)C2 (stereo not given) | -2 | 0.0 | -3 | -7 | 0 | -4 | 2.0 | -5
Cn1c(=O)c2c(-c3ccccc3)n(-c3cc(Cl)c([N+](=O)[O-])cc3O)cc2n(C)c1=O | . | . | -4 | 8 | -3 | 1 | 2.5 | -9
N#C[C@@H]1[C@@H](c2ccccc2C2=CCCCC2)[C@H](CO)N1C(=O)NC1CCCCC1 | . | 0.1 | 1 | . | -6 | . | -2.3 | 0
CC(C)(C)c1ccc(C2=CSC3=NCCN23)cc1 | 3 | 0.0 | -4 | -4 | 4 | -6 | 1.7 | -7
C[C@H](CO)N1C[C@H](C)[C@@H](CN(C)CC2CC2)Oc2ccc(NC(=O)Nc3ccc(F)cc3)cc2CC1=O | 29 | -1.1 | 1 | -7 | -4 | 0 | 1.9 | 12
O=C(Nc1cccc(NC(=O)c2cccs2)c1)c1ccc2c(c1)OCCO2 | -5 | 0.1 | 4 | . | -9 | . | -3.2 | -3
Cc1noc(C)c1NC(=O)Nc1ccc2c(c1)CC(=O)N([C@@H](C)CO)C[C@@H](C)[C@@H](CN(C)Cc1ccc(Oc3ccccc3)cc1)O2 | -50 | 0.1 | . | 0 | -29 | 2 | -3.3 | .
CCCCSc1nc2sc3c(c2c(=O)[nH]1)CC(C)(CC)OC3 (stereo not given) | 5 | 0.0 | 0 | -17 | -12 | -2 | 1.1 | -16
C(=N\N1CCOCC1)/c1nc(-c2ccccc2)n2ccccc12 | -8 | 0.1 | 3 | . | 6 | . | -0.7 | -9
CCCC[C@H]1COCCS(=O)(=O)N1Cc1ccc(Br)cc1 | -4 | 0.2 | 1 | 8 | -6 | -12 | -1.7 | -20
Cn1cc(S(=O)(=O)Nc2cccc(F)c2)c(=O)n(C)c1=O | -6 | -0.1 | 1 | -14 | -5 | -5 | -1.6 | -1
O=C(C(O)c1ccccc1)N1CCN(S(=O)(=O)c2ccc(OC(F)(F)F)cc2)CC1 (stereo not given) | . | 0.0 | . | . | -23 | . | -1.6 | -2
CCC(=O)c1cn(CC(=O)Nc2ccc(OC)cc2)c2ccccc12 | 0 | 0.0 | 1 | 1 | 2 | 0 | -0.3 | -15
